SSB-PriA inh: K. pneumoniae PriA-SSBct interaction inhibition | AlphaScreen SSBct-PriA binding, biotinylated peptide | inhibition, % at 33 µM | 0.6% of 430,000 active | AID 1272365; in the data active = inhibition mostly above about 37%, no sharp cut-off; inactive = mostly below about 20%;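 also: plate controls were negative control peptide for no effect and reference peptide for full effect; strong numbers were not always called active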
* hit, by the source's call; & = joins results of further samples. Not all compounds are listed; the hit share may differ from the screen's.

A first look:
SMILES | SSB-PriA inh
CC(=O)N1CCc2ccc(NC(=O)Nc3ccccc3C(F)(F)F)cc2C1 | -10.0
CN(C)S(=O)(=O)c1ccc(C(=O)NCc2cccnc2)cc1 | -9.0

The list itself, repeating the preview:
SMILES | SSB-PriA inh
CC(=O)N1CCc2ccc(NC(=O)Nc3ccccc3C(F)(F)F)cc2C1 | -10.0
CN(C)S(=O)(=O)c1ccc(C(=O)NCc2cccnc2)cc1 | -9.0
O=C1c2ccccc2C(=O)N1CC(=O)N(Cc1cccnc1)c1nc2ccc(Cl)cc2s1 | -4.0
O=c1[nH]cnc2c1sc1ncccc12 | 14.0
O=C(NCC1CCN(c2nc3ccccc3o2)CC1)c1c(F)cccc1Cl | -7.0
COc1cc(C=NNC(=O)C(=O)NCC2CCCO2)cc(Cl)c1O (stereo not drawn) | -7.7
Cc1ccc(NC(=O)c2cc(C(C)C)n(-c3nc4ccccc4s3)n2)nc1 | -2.0
O=C(c1cccn(Cc2cccc(C(F)(F)F)c2)c1=O)N1CCc2ccccc21 | -20.0
O=C(Nc1nc2c(Cl)ccc(Cl)c2s1)c1ccc([N+](=O)[O-])o1 | 3.0
CC(=NO)C(=NO)c1ccc(C)o1 | -20.3
Brc1ccc(/C=C/C=NNc2nc3ccccc3s2)cc1 | -56.7
C[C@](O)(CNS(=O)(=O)c1ccc2c(c1)CCCC2)c1cc2ccccc2s1 | 9.0

Reprinted from the part before: 3 compounds, then new ones.
SMILES | SSB-PriA inh
CC(=NO)C(=NO)c1ccc(C)o1 | -20.3
Brc1ccc(/C=C/C=NNc2nc3ccccc3s2)cc1 | -56.7
C[C@](O)(CNS(=O)(=O)c1ccc2c(c1)CCCC2)c1cc2ccccc2s1 | 9.0
COc1ccc(Cl)cc1C(=O)NCCS(=O)(=O)N1CCN(c2ncccn2)CC1 | 0.0
O=C1c2ccccc2C(=O)N1N=Cc1ccc(Oc2ccc([N+](=O)[O-])cn2)cc1 | -3.7
COc1ccc(OC)c(S(=O)(=O)N2CCC(c3nnc(-c4ccc(F)cc4)o3)CC2)c1 | -3.0
Cc1nnc(SCc2ccccn2)c2c1cnn2-c1ccc(F)cc1 | 11.0
Cc1ccc(-c2c(C)sc3ncn4nnnc4c23)cc1 | -4.0
O=C(CN1CCN(c2nccn2-c2cccc(Cl)c2)CC1)N1CCc2ccccc21 | -17.0
CCOc1ccccc1NC(=O)CSc1nc(-c2ccccc2)cc(=O)[nH]1 | -1.0
O=C(CSc1ccc(F)cc1)NCC1CCN(c2nc3ccccc3o2)CC1 | -5.0
CSCC[C@](C)(O)CN | -4.0
CC1CC(C)CN(S(=O)(=O)c2ccc(C(=O)Nc3ccc4ncsc4c3)cc2)C1 (stereo not drawn) | -9.0
CSc1ccccc1-c1nnc(NC(=O)C2COc3ccccc3O2)o1 (stereo not drawn) | -23.0&3.0
Cc1sc(NC(=O)CS(=O)(=O)c2ccc(F)cc2)c(C#N)c1C | -7.0&0.0
Cc1ccc(S(=O)(=O)N2CCC(C(=O)N(Cc3cccnc3)c3nc4cc(C)cc(C)c4s3)CC2)cc1 | -3.0
CCOCC(=O)N1CCOC[C@@H]1CO | -7.0
O=S(=O)(NCCOc1cccc(C(F)(F)F)c1)c1ccc(F)c(Cl)c1 | -37.0
CN(CCNC(=O)c1ccc(C=NO)nc1)Cc1ccccc1 | 10.6
CCOC(=O)c1cc2c(=O)n3ccccc3nc2n(Cc2ccccc2)c1=NC(=O)c1ccco1 | -7.0
COc1ccc(CNC(=O)NCCC(O)c2ccsc2)cc1OC (stereo not drawn) | 5.0
O=C(c1cnn2c1CCCC2)N1CCN(S(=O)(=O)c2cccs2)CC1 | -1.0
COc1ccc(CNc2nccn(-c3ccc(Br)cc3)c2=O)cc1OC | 18.0
CC(C)CNC(=O)Nc1c[nH]c2ccccc12 | 1.0
O=C(Cc1cccs1)Nc1nnc(-c2ccno2)o1 | -6.0
CS(=O)(=O)c1ccc(CC(=O)Nc2cccc3ccccc23)cc1 | -13.0
C(=NN(c1ccccc1)c1ccccc1)c1ccccn1 | -14.6

A run of entries from the list above, for reference:
SMILES | SSB-PriA inh
CC(C)CNC(=O)Nc1c[nH]c2ccccc12 | 1.0
O=C(Cc1cccs1)Nc1nnc(-c2ccno2)o1 | -6.0
CS(=O)(=O)c1ccc(CC(=O)Nc2cccc3ccccc23)cc1 | -13.0
C(=NN(c1ccccc1)c1ccccc1)c1ccccn1 | -14.6

Remaining list, next part
SMILES | SSB-PriA inh
COC1(CNC(=O)C2(c3cccs3)CCCC2)CCSC1 (stereo not drawn) | 13.0
O=C1NC(=NN=Cc2ccc3ncccc3c2)SC1Cc1ccc(SC(F)F)cc1 (stereo not drawn) | -12.2
CCCCNC(=O)NNC(=O)C1CCCN1S(=O)(=O)c1ccc(Cl)cc1 (stereo not drawn) | -4.0
O=C(O)C1CC2CN(C(=O)c3ccccc3)CC(C1)C2=O (stereo not drawn) | -9.0
Cc1cc(NC(=O)C(=O)NCc2cccnc2)ccc1N1CCCC1=O | 0.0
COc1ccc(OC)c(S(=O)(=O)Nc2ccc3c(c2)CN(C(C)=O)CC3)c1 | -9.0
Cc1cc(CCNS(=O)(=O)c2cccc(Cl)c2)on1 | -6.0
Cc1ccc(NC(=O)C(=O)NC[C@@H](c2cn(C)c3ccccc23)N(C)C)cc1F | -13.0
S=c1[nH]nc(-c2ccncc2)n1N=Cc1cn(-c2ccccc2)nc1-c1ccccc1 | -4.0
CCN1CCc2c(sc(NC(=O)CS(=O)(=O)c3ccc(F)cc3)c2C(N)=O)C1 | 0.0
CCn1ccc(C(=O)Nc2ccc3scnc3c2)n1 | -6.0
O=C(Nc1cnn(CC2CCOCC2)c1)c1ccsc1 | -5.0
COc1cccc(OCc2cc(C(=O)N3CC4C[C@H](C3)Cn3c4cccc3=O)no2)c1 | -7.1
NC(=O)C1(N2CCCCC2)CCN(c2ncc3c(=O)n(-c4ccccc4)c(=O)[nH]c3n2)CC1 | -16.0
COCC(=O)NCCCn1nc(-c2cccnc2)ccc1=O | -6.0
CCOc1ccc2ccccc2c1C(=O)Nc1cccc(N2CCCS2(=O)=O)c1 | -1.0&6.0
OCc1nc2ccccc2n1CCC1CCCCC1 | -21.0
O=S(=O)(NCCCn1ccc2cccnc21)c1cccs1 | 0.0
O=C(NCCCn1ncccc1=O)c1cccc(C(F)(F)F)c1 | -10.0
O=C1CC(c2ccccc2C(=O)O)Oc2ccccc21 (stereo not drawn) | -13.0
NS(=O)(=O)c1ccc(C(=O)Nc2cnc(N3CCN(c4ccccn4)CC3)nc2)cc1 | -4.0
COc1ccccc1Nc1nc(Nc2ccc(C)cc2C)c2cnn(C)c2n1 | -13.0
O=C(N[C@H]1CCCc2ccccc21)C1CCN(c2ccc(-n3cncn3)nn2)CC1 | 0.0
NS(=O)(=O)c1ccc(CCNC(=O)C(=O)NCC2OCCN2C(=O)c2cccs2)cc1 (stereo not drawn) | -1.0
COc1ccccc1CCNC(=O)Cn1nc(C(=O)Nc2ccc(C)cc2)ccc1=O | -13.0
COC(=O)c1ccccc1NC(=O)c1snnc1C | -11.0
Cc1ccc(=O)n([C@@H](C)C(=O)NCc2ccc3c(c2)OCO3)n1 | 2.0
COCCNC(=O)CSc1nnc(CNC(=O)c2c(F)cccc2F)o1 | -1.0
Clc1ccc(Nc2ccnc3cc(Cl)ccc23)cc1 | 11.1
COc1ccc2sc(N(CCN(C)C)C(=O)c3ccc(S(=O)(=O)N(C)CC4CCCO4)cc3)nc2c1 (stereo not drawn) | 5.0
CC(=NNC(=O)c1nnn(-c2nonc2N)c1CN(C)c1ccccc1)c1ccc(O)cc1 | 8.1
O=C(c1ccccc1Cl)N1CC(n2cc(-c3ccccc3)nn2)C1 | -16.0
O=C(NCCC1=CCCCC1)C(=O)NCC1(O)CCCC1 | -22.0
CC(C)N1CCC(CNC(=O)C(=O)NCc2ccc3c(c2)OCO3)CC1 | -3.0&-3.0
O=C(c1cccs1)N1CC[C@H](S(=O)(=O)c2ccc(Cl)cc2)C1 | -12.0
CN(C)c1ccc(-c2nnc3sc(-c4ccccn4)nn23)cc1 | 74.5*
O=C(Nc1ccc(S(=O)(=O)N2CCCCC2)cc1)c1cc2cc(Br)ccc2oc1=O | -1.0
NC(=O)[C@@H]1Cc2ccccc2N1C(=O)c1ccc(S(=O)(=O)N2CCOCC2)cc1 | -5.0
COc1ccccc1CNC(=O)Cc1csc(NC(=O)c2ccc[nH]c2=O)n1 | -7.0
CCc1nnc(NC(=O)CSc2nc3c([nH]c4ccccc43)c(=O)n2-c2ccc(F)cc2)s1 | -4.0
O=C1c2cccc([N+](=O)[O-])c2C(=O)N1c1nc(-c2ccccc2)cs1 | -5.0
CC(C)=CC(=O)Nc1ccc(-c2csc(Nc3cccnc3)n2)cc1 | -11.0
CCc1ccc(C(C)=NNC(=O)C(O)c2ccccc2)s1 (stereo not drawn) | -5.5
O=C(NCCN1Cc2cc(Cl)ccc2OCC1=O)c1cc(-c2cccs2)[nH]n1 | -4.0
COc1ccc(Cl)cc1NC(=O)Cc1csc(Nc2ccc(F)cc2)n1 | -1.0
O=C(NCc1cc(-c2ccc(F)cc2)on1)C1CC1 | -2.0
C=CCOc1ccccc1C=Nn1nnnc1N | 4.4
COc1ccc(S(=O)(=O)Nc2ccc3c(c2)CN(C(=O)c2ccco2)CC3)cc1Cl | 19.0

Another view of five compounds above:
Structure,SSB-PriA inh
O=C(Nc1ccc(S(=O)(=O)N2CCCCC2)cc1)c1cc2cc(Br)ccc2oc1=O,-1.0
NC(=O)[C@@H]1Cc2ccccc2N1C(=O)c1ccc(S(=O)(=O)N2CCOCC2)cc1,-5.0
COc1ccccc1CNC(=O)Cc1csc(NC(=O)c2ccc[nH]c2=O)n1,-7.0
CCc1nnc(NC(=O)CSc2nc3c([nH]c4ccccc43)c(=O)n2-c2ccc(F)cc2)s1,-4.0
O=C1c2cccc([N+](=O)[O-])c2C(=O)N1c1nc(-c2ccccc2)cs1,-5.0

Other records follow.
SMILES | SSB-PriA inh
O=S(=O)(c1ccc2c(c1)OCCO2)N1CCC(Cn2cccn2)CC1 | 0.0
NC(=NOC(=O)COc1cc(Cl)c(Cl)cc1Cl)c1ccccn1 | 0.3
Cc1cccn2c(=O)c3cc(C(=O)Nc4nc5ccccc5s4)sc3nc12 | -17.0
Cn1cccc1-c1noc(CNC(=O)c2ccc(=O)[nH]c2)n1 | 1.0
CCC(=O)Nc1ccc(C(=O)NCCN)cc1 | -13.0
O=C1c2ccccc2C(=O)N1CCCSc1nnc(Cc2nnc(SCCCN3C(=O)c4ccccc4C3=O)n2-c2ccccc2)n1-c1ccccc1 | -10.0&1.0
Cc1cc(=O)n(CCNC(=O)c2ccc3[nH]ccc3c2)cn1 | 14.0
COc1ccc(Cl)cc1NC(=O)CSc1nc2cc(-c3ccccc3)sc2c(=O)n1C | -11.0
O=C1N=C(N2CCOCC2)S/C1=C\C=C\c1ccc([N+](=O)[O-])cc1 | 3.0
Cc1cc(NC(=O)Cn2c(-c3ccccn3)nc3ccccc32)no1 | -15.0
Cc1ccc(C=NNC(=O)CSc2nc3ccccc3s2)o1 | -12.4
CC(=NNC(=O)c1c(Cl)cnn1C)c1ccc(NC(=O)c2ccc(Br)o2)cc1 | -7.2
C#CCn1c(=NC(=O)c2ccccc2[N+](=O)[O-])sc2cccc(OCC)c21 | -4.0
CC(C)NC(=O)c1ccc2c(=O)n(Cc3ccccc3)c3nnc(SCC#N)n3c2c1 | -9.0
Cc1cc(C)c(NC(=O)C(=O)NCC2CCN(C(C)C)CC2)c(C)c1 | -4.0
O=C(CSc1ccc(F)cc1)Nc1nnc(Cc2ccc3c(c2)OCO3)o1 | -6.0
CSCCC(NS(=O)(=O)c1ccc(Oc2ccccc2Cl)cc1)C(=O)O (stereo not drawn) | -3.0
CCCN1CCCc2cc(CCNC(=O)C(=O)Nc3ccc(OC)c(Cl)c3)ccc21 | 37.0
CCc1ccc(CN(C(=O)C(C)C)[C@H]2CCS(=O)(=O)C2)cc1 | -9.0
O=C(Nc1ccc(Cl)c(C(F)(F)F)c1)c1cn(CC(O)c2ccccc2F)nn1 (stereo not drawn) | -8.0
O=C(/C=C/c1ccco1)NNC(=O)CCc1ccccc1 | -2.0
CC(=O)c1cccc(N2C(=O)/C(=C3/C(=O)N(C(C)=O)c4ccccc43)SC2=S)c1 | -18.0
O=C(CCn1cnc2ccccc2c1=O)Nc1cc(N2CCCC2)ncn1 | 5.0
O=C(CSc1nnc(COc2ccccc2)o1)Nc1ccc(C(F)(F)F)cc1 | -14.0
CCOC(=O)Cc1csc(NC(=NS(=O)(=O)c2ccc(F)cc2F)c2ccccc2)n1 | -88.4
COc1cccc(-c2ccc(=O)n(Cc3nc(-c4ccc(SC)cc4)no3)n2)c1 | -15.0
COCCNC(=O)C(=O)NCC1CCN(Cc2ccco2)CC1 | -17.0&-5.0
Cc1cc(NC(=O)CSc2ccc(-c3cccs3)nn2)no1 | -6.0
NS(=O)(=O)c1ccc(NC(=O)CCc2ccc(-c3ccc(Cl)cc3)o2)cc1 | 8.0
CCSc1nc(NCC(C)C)c2cnn(CCN)c2n1 | -10.0
O=C(O)CCS(=O)(=O)c1ccccc1 | -1.0
O=C(NCCCN1CCOC(c2ccccc2)C1)C(=O)Nc1cc(F)ccc1F (stereo not drawn) | -7.0
COc1ccc(-n2c(C)nc3ccc(NS(=O)(=O)Cc4ccccc4)cc3c2=O)cc1 | 0.0
CC(/C=C1\SC(=S)N(CC(=O)NC(C)(C)C)C1=O)=C\c1ccccc1 | -8.0
COc1cc2ccccc2cc1C(=O)Nc1cccc(NC(=O)c2cc3ccccc3cc2OC)c1 | -11.0
O=S(=O)(c1ccc(OC(F)(F)F)cc1)N1CCC(Cn2cccn2)CC1 | -9.0
O=C(NC(c1ccccc1)c1ccccc1)N1CC(S(=O)(=O)c2ccc(F)cc2)C1 | 0.0
O=C(Nc1ccccc1)N1CCN(c2ccc3nnc(C4CC4)n3n2)CC1 | -16.0
O=C(O)Cc1csc(NS(=O)(=O)c2ccccc2)n1 | 21.0
O=C(NCC1CCCN1c1nccs1)C1CC1 (stereo not drawn) | 9.0

Screening results (PubChem)
